# HBB splice mod = qHTS Assay for Modulators of Hemoglobin Beta Chain Splicing. HBB splicing reporter cell assay, activation; EGFP reporter with mutant IVS2-654 intron; response scale: normalised to 500 nM splice-correcting PNA. hit rate 0.06% among 65,000. Potency, µM (series often up to 46.1 µM), for the others: at the highest dose activation, most hits filed as activators; note: potency is the fitted concentration of half-maximal effect; 0% is about no effect
#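 Compounds were applied for 2 days to HeLa EGFP-654 cells, 500/well in Optimem with 2% FCS. The reporter's EGFP is disrupted by mis-splicing of beta-globin intron IVS2-654. Readout: summed well GFP fluorescence from 488 nm laser scanning; reference was 500 nM antisense […] 654 PNA.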
# Luciferase inh = qHTS Assay for Inhibitors of Firefly Luciferase; Luciferin 4-monooxygenase (Photinus pyralis), P08659; purified firefly luciferase, luminescence, 8 min; Potency, µM (series often up to 57.1 µM), for inactives: at the highest dose activity change, negative = inhibition, most hits filed as inhibitors; hit rate 2.2% among 72,000; note: potency is the fitted concentration of half-maximal effect; % is set by controls: 0 for no effect and ±100 for the full control effect; nearly all actives have a fitted effect of over 40% in size
# Target sequence (P08659 whole entry, looked up): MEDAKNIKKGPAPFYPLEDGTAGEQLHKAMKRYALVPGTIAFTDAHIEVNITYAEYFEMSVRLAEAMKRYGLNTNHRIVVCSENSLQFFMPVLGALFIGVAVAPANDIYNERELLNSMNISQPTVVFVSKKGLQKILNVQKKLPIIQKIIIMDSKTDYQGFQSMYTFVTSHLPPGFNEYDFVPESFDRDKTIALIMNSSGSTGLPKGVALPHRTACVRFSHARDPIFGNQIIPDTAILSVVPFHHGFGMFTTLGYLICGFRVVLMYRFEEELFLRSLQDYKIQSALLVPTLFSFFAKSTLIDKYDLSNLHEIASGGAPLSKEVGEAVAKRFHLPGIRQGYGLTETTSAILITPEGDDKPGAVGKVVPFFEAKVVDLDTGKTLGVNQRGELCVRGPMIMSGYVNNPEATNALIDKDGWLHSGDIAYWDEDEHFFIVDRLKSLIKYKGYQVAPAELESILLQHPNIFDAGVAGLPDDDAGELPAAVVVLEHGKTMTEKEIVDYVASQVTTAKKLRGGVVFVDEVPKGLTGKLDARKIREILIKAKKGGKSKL
#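 qHTS concentration-response profiling: light output of P. pyralis luciferase with luciferin and 10 uM ATP, imidazole buffer pH 7.2. Read by luminescence after 8-min room-temperature incubation.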
# CRE-bla Fsk = Cell signaling CRE-BLA (Fsk stim); CHO CRE-bla reporter (cAMP response element driving beta-lactamase), forskolin EC10, beta-lactamase ratio; Potency, µM (titrated, usually from 38.2 µM), inactives show top-dose activity change, negative = inhibition, most hits filed as activators; hit rate 2.5% among 71,000; active = well fitted activation curve with a large enough effect in the signal ratio, with a control signal flat, not every such curve was filed as active; inconclusive = small, poorly fitted or top-dose-only effect, or effect the other way, or a change in a side signal; the % refers to the signal ratio; note: potency is the fitted concentration of half-maximal effect; % of control where 0% means no effect
#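 Forskolin analogue NKH 477 at EC10 stimulated CRE-driven beta-lactamase in CHO cells alongside compound dilution series. Beta-lactamase was measured with CCF4, excitation 405 nm, emission ratio 460/530 nm.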
# Texas Red fluor = qHTS Assay for Spectroscopic Profiling in Texas Red Spectral Region. AID 587, 2007. Compound fluorescence, Texas Red channel, 547/618 nm; hits give high values. max dye-equivalent concentration, M. hit rate 0.06% among 59,000; in the data active = max dye-equivalent concentration above about 10 nM; inconclusive = between about 1.1 nM and that limit
#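 Compound fluorescence was read after 15 min at room temperature in 100 mM Tris, pH 8.0, using 547 nm excitation and 618 nm emission across a concentration series. It was expressed as Texas Red dye-equivalent concentration from an on-plate standard curve.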
# Fluorescein fluor = qHTS Assay for Spectroscopic Profiling in Fluorescein Spectral Region. hit rate 0.91% among 59,000. Compound autofluorescence, 480/540 nm, fluorescein-equivalent; hits give high values. max fluorescein-equivalent concentration, M; in the data active = max fluorescein-equivalent concentration above about 10 nM; inconclusive = between about 1.1 nM and that limit
#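 Tris 100 mM pH 8.0; 15 min RT; CCD read, ex 480/em 540 nm. Output: fluorescein-equivalent concentration per compound concentration, from six-point dye series on each plate.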
# ERK AVP block = qHTS Assay for Inhibitors of the ERK Signaling Pathway using a Homogeneous Screening Assay | HEK293-V1b, vasopressin-stimulated pERK AlphaScreen | Potency, µM (series often up to 57.5 µM), inactives show at the highest dose activity, negative = inhibition, hits mostly inhibitors | hit rate 0.99% among 72,000 | AID 995, 2007; note: potency is the fitted concentration of half-maximal effect; % is set by controls: 0 for no effect and ±100 for the full control effect; nearly all actives have a fitted effect of over 55% in size
#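 HEK293 cells stably expressing V1b receptor, preincubated 30 min at 37 °C with compound, then stimulated 5 min with 25 nM vasopressin. Phospho-ERK by AlphaScreen SureFire after 5 h RT; normalized to DMSO and vasopressin; AC50 by Hill fit.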
# UbGFP stabilizer = Ubiquitin-GFP Assay; Ubiquitin-GFP reporter cells, proteasome inhibition, GFP fluorescence; response scale: untreated = 0%, 10 µM MG-132 = 100%; Potency, µM (highest dose often 45.9 µM), for the others: at the top dose activation (GFP accumulation), usual class: activators; 67,000 tested, under 10 active; AID 526, 2006; active = well fitted activation curve with a large enough effect, not every such curve was filed as active; inconclusive = small, poorly fitted or top-dose-only effect, or another doubt; inactive = no such curve, though single readings can be large or run the other way; note: potency is the fitted concentration of half-maximal effect
#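 U2OS Ub(G76V)-GFP reporter; O/N plating, 0.5% FBS; cpd 46 uM–2.9 nM, 4 h, 37 °C; GFP+ cell count, 488/515 nm; norm. to basal vs 10 uM MG-132; CRC fit.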
# A350 fluor = qHTS Assay for Spectroscopic Profiling in A350 Spectral Region; max dye-equivalent concentration, M; Compound autofluorescence, 340/450 nm, Alexa 350 dye-equivalents; hits give high values; hit rate 11% among 59,000; in the data active = max dye-equivalent concentration above about 10 nM; inconclusive = mostly about 1.1 nM to 9.6 nM
# 4MU fluor = qHTS Assay for Spectroscopic Profiling in 4-MU Spectral Region | compound autofluorescence, 340/450 nm, 4-MU equivalents; hits give high values | max dye-equivalent concentration, M | hit rate 11% among 59,000; in the data active = max dye-equivalent concentration above about 10 nM; inconclusive = mostly about 1.1 nM to 9.6 nM
#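 Intrinsic fluorescence at 340/450 nm (ex/em) was read after 15 min at room temperature in pH 8.0, 100 mM Tris. Each compound concentration expressed as 4-MU-equivalent concentration from a six-point 4-MU standard series on each plate.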
# Hsp90 Hop PPI = qHTS Assay for Disrupters of an Hsp90 Co-Chaperone Interaction. Hsp90 C-terminal peptide / TPR2A (Hop) interaction, human. AlphaScreen TPR2A-His6 binding biotin-Hsp90 C-terminal peptide. Potency, µM (doses to about 57 µM), inactives show at the top dose activity change, negative = inhibition. hit rate 0.44% among 71,000; active = well fitted curve in either direction with a large enough effect; inconclusive = small, poorly fitted or top-dose-only effect, or another doubt; note: potency is the fitted concentration of half-maximal effect; % is set by controls: 0 for no effect and ±100 for the full control effect; many of its hits are not listed in these tables
# GFP derepression = qHTS Assay for Epigenetic Modulators; mouse C127i GFP locus derepression, cytometry, 30 h; Potency, µM (highest dose often 46.1 µM), for inactives: at the top dose GFP derepression (activation); hit rate 0.09% among 68,000; note: % of control where 0% means no effect
#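 Derepression screen: silenced CMV-GFP reporter in murine C127i cells, 30 h compound incubation at 37 C, washed cells imaged by laser-scanning cytometer to enumerate GFP-expressing objects of 20 to 120 um.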
# * marks the source's active call; other numbers are inactive results; i = inactive; ? = inconclusive; / = not tested or not shown; & = joins results of further samples; [ ] = remark or other dose. Unless noted, calls come from the whole dose curve; as a rule, active = well fitted curve in the direction sought with a large enough effect; inconclusive = small, poorly fitted or top-dose-only effect, or another doubt; inactive = no such curve, though single readings can be large; an effect the other way counts as inactive or inconclusive. The list is partial; rates above refer to the full screens.
SMILES,HBB splice mod,Luciferase inh,CRE-bla Fsk,Texas Red fluor,Fluorescein fluor,ERK AVP block,UbGFP stabilizer,A350 fluor,4MU fluor,Hsp90 Hop PPI,GFP derepression
CC1(C)CC(=O)C2=C(C1)N(c1ccc(F)cc1)C(=O)CC2c1cccnc1 (stereo unspecified),0.2%,1.8%,-4.8%,/,/,/,7.9%,/,/,-1.8%,/
COc1cc2c(cc1OC)C(C)N(C(=O)c1cc3ccccc3o1)CC2 (stereo unspecified),-1.7%[9.22 µM],0.5%,-19.8%,/,/,-7.4%,-19.1%,/,/,-3.3%,4.3%
Cc1sc2nc(CN(C(=O)c3cccs3)C3CCCC3)[nH]c(=O)c2c1C,-1.3%,1.5%,?,i,i,0.1%,1.1%,i,i,-6.0%,3.9%
CCN(CC)CCNC(=O)Cn1cnc2sc(C)c(S(=O)(=O)N3CCOCC3)c2c1=O,-3.6%,-1.8%,?,?,?,3.3%,-6.5%,i,i,-3.0%,-1.2%
O=C(CSc1nnc(CSc2nc3ccccc3s2)o1)NC1CCCCC1,-0.9%,-1.3%,-3.2%,/,/,?,-10.2%,/,/,3.2%,-1.8%
CCOC(=O)N1CCN(c2c(N3CCC(N4CCCCC4)CC3)c(=O)c2=O)CC1,-1.0%,2.3%,-3.7%,/,/,?,-4.9%,/,/,-2.3%[2.3 µM],/
O=S(=O)(c1ccccc1)N1CCC2(CCN(C(c3ccccc3)c3ccccc3)CC2)CC1,-0.7%,1.5%[11.4 µM],-6.9%,i,i,-1.2%,-11.1%,i,i,-12.2%,-2.3%[9.22 µM]
CCCC(=O)Nc1c(C(=O)OCC)[nH]c2ccccc12,-0.1%,-0.9%,-2.4%,/,/,/,2.2%,/,/,-0.6%,/
CNc1nc(-c2cccc(C#N)c2)nc2ccccc12,0.3%,-11.8%[2.29 µM],?,i,?,?,-3.2%,i,i,-2.6%,2.2%[9.22 µM]
C[C@@H]1CNCCN1S(=O)(=O)c1cccc2cnccc12,1.1%&-0.7%,-4.2%&0.7%&-1.7%,?,i,?,?,-2.6%&7.5%&9.8%,?,?,2.8%&-3.7%&-3.5%,-2.6%&-2.2%&-1.1%
CC(=O)N1C(=O)N(C)C2C1N(C)C(=O)N2C(C)=O (stereo unspecified),/,3.2%,0.1%,i,i,30.5%[activator],2.6%,i,i,-4.3%,2.4%
CCOC(=O)c1cccc(NC(=O)CN(c2ccc(C)cc2)S(=O)(=O)c2c(C)n[nH]c2C)c1,-0.7%,6.0%,?,i,i,17.8%,-3.4%,i,i,-2.7%,0.0%
O=C(NC1CCN(Cc2ccccc2)CC1)C1CCCN(S(=O)(=O)c2cccc3nonc23)C1 (stereo unspecified),-3.2%,0.4%,4.4%,i,i,-18.8%,-7.1%,i,i,-5.1%,-1.1%
NC(=O)c1cc(S(=O)(=O)Nc2cccc(F)c2)co1,-0.5%,0.4%,-1.5%,/,/,-18.6%,10.3%,/,/,-2.5%,-3.4%
COc1ccc(-n2c(Cc3cccn3C)nnc2SCC(=O)Nc2ccccc2F)cc1,-0.6%,-0.2%,-10.8%,/,/,-28.3%,-2.9%,/,/,-2.4%[2.3 µM],/
CCN(CC)CCCC(C)n1c(-c2ccccc2)nc2c(NCCOC)nc(C)nc21 (stereo unspecified),0.2%,/,2.1%,/,/,0.9%,-4.3%,/,/,-2.8%,/
Cc1cc(NC(=O)c2ccco2)ncc1NC(=O)CCc1ccccc1,-8.6%,-6.6%,-9.6%,i,?,-15.7%,0.3%,2.36e-08M*,1.95e-08M*,-0.8%,-1.2%
O=C(COC(=O)C1CC(=O)N(c2ccc3c(c2)OCCO3)C1)NC1CCCc2ccccc21 (stereo unspecified),-0.5%[57.5 µM],-0.5%,-11.5%,i,?,14.6%,-3.3%,i,i,-4.6%,-1.3%
COc1ccccc1-c1noc(CCC(=O)Nc2cccc(C)c2)n1,2.3%,-7.4%,2.8%,i,i,-10.5%,3.3%,i,i,-2.1%,0.0%
CC(=O)Nc1coc2ccc(Br)cc12,0.6%,0.2%,?,i,i,11.9%,9.5%,?,i,-3.2%,0.0%

# Complete entries as entered above. Order of values: HBB splice mod | Luciferase inh | CRE-bla Fsk | Texas Red fluor | Fluorescein fluor | ERK AVP block | UbGFP stabilizer | A350 fluor | 4MU fluor | Hsp90 Hop PPI | GFP derepression
# `COc1ccccc1-c1noc(CCC(=O)Nc2cccc(C)c2)n1` reads 2.3% | -7.4% | 2.8% | i | i | -10.5% | 3.3% | i | i | -2.1% | 0.0%
# `Cc1cc(NC(=O)c2ccco2)ncc1NC(=O)CCc1ccccc1` reads -8.6% | -6.6% | -9.6% | i | ? | -15.7% | 0.3% | 2.36e-08M* | 1.95e-08M* | -0.8% | -1.2%
# `CCOC(=O)c1cccc(NC(=O)CN(c2ccc(C)cc2)S(=O)(=O)c2c(C)n[nH]c2C)c1` reads -0.7% | 6.0% | ? | i | i | 17.8% | -3.4% | i | i | -2.7% | 0.0%

# Single values from above.
# Under Hsp90 Hop PPI, `Cc1cc(NC(=O)c2ccco2)ncc1NC(=O)CCc1ccccc1` has the entry -0.8%
# Under GFP derepression, `O=C(COC(=O)C1CC(=O)N(c2ccc3c(c2)OCCO3)C1)NC1CCCc2ccccc21` (stereo unspecified) has the entry -1.3%

# Going on with the list:
SMILES,HBB splice mod,Luciferase inh,CRE-bla Fsk,Texas Red fluor,Fluorescein fluor,ERK AVP block,UbGFP stabilizer,A350 fluor,4MU fluor,Hsp90 Hop PPI,GFP derepression
CC(=O)C(Sc1nn(C)c(=S)s1)C(=O)Nc1ccccc1 (stereo unspecified),4.7%[1.84 µM],-6.0%,26.9%,?,?,6.3%,-3.4%,i,i,-5.4%,-2.0%
O=C(O)CN1CCN(Cc2ccc(F)cc2Cl)C1=O,0.1%[0.369 µM],2.9%,4.4%,i,?,18.6%,/,?,?,?,4.6%
CC1(C)CC2CC(C)(CN2C(=O)C23CCC(C)(C(=O)O2)C3(C)C)C1 (stereo unspecified),-2.0%,2.5%,4.1%,/,/,-0.3%,8.0%,/,/,2.1%,7.5%
CSc1cccc(NC(=O)COc2ccccc2)c1,-0.2%,-12.4%,-1.1%,i,i,-14.1%,-5.6%,i,i,3.7%,-3.2%
Cc1onc(-c2ccccc2Cl)c1C(=O)NCCn1c(C)cc2ccccc21,0.7%,-15.9%,-14.8%,/,/,/,0.9%,/,/,8.6%,/
CCc1nc2ccccc2n1CC(=O)N(C(C)CC)C1CCS(=O)(=O)C1 (stereo unspecified),-0.4%,-0.5%,0.1%,i,i,10.6%,-10.3%,i,i,1.5%,1.3%
N#Cc1cccc(-c2nccc(-n3ccnc3)n2)c1,-1.0%,3.9%[2.29 µM],2.51µM*,i,i,?,-8.2%,i,i,-23.4%,0.0%[9.22 µM]
CCCOc1ccc(N2C(=O)CC(N3CCCC(C(=O)N4CCCC4)C3)C2=O)cc1 (stereo unspecified),1.2%,1.8%,?,i,i,-10.2%,1.1%,?,i,-3.5%,2.7%
c1ccc2c(NCC3CCCO3)nc(-c3ccncc3)nc2c1 (stereo unspecified),/,-1.6%[25.5 µM],/,i,i,/,/,?,i,/,6.1%[20.6 µM]
Cc1noc(C)c1CSc1nc2ccccc2nc1NS(=O)(=O)c1ccc(Cl)cc1,-0.2%[57.5 µM],5.0%,?,i,i,-1.3%,4.8%,4.5e-08M*,3.4e-08M*,-1.1%,-2.7%
CCSc1nnc(NC(=O)C(C(F)(F)F)C(F)(F)F)s1,/,0.2%[25.5 µM],/,i,i,/,/,2.23e-08M*,1.86e-08M*,/,-0.4%[20.6 µM]
O=C(CSc1nnc(-c2ccccc2O)o1)N1CCc2ccccc2C1,-0.4%[57.5 µM],-1.4%,-5.3%,i,i,-24.8%,-0.3%,i,i,-2.3%,-2.1%
COc1ccccc1NC(=O)c1cc(Sc2nncn2C)nc2ccccc12,-0.1%[57.5 µM],0.1%,9.8%,?,?,12.0%,-3.7%,i,i,-2.7%,6.6%
Cc1cc(C(=O)OCC(=O)NCc2ccco2)c(C)n1-c1ccc(F)cc1,-6.0%,-1.3%,?,i,?,-21.1%,0.4%,i,i,-7.2%,0.2%
COc1cc(C2=NOC(C(=O)NC3CCCCC3)C2)cc(OC)c1OC (stereo unspecified),-0.2%,2.5%,?,i,i,-0.8%,-6.6%,i,i,-3.8%,2.2%

# Source: PubChem BioAssay
